# FXIIa inh: human FXIIa protease inhibitors, primary screen, biochemical, single well. Coagulation factor XII (Homo sapiens), P00748. purified human FXIIa, AMC substrate fluorescence, 2 h. inhibition, % at 10 µM. 33,000 compounds, 0.2% hits. AID 701, 2007; in the data active = inhibition above about 30%;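 also: 0% = enzyme with vehicle only and 100% = no enzyme blank; many of its hits are not listed in these tables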
# Target sequence (P00748 20-372 limits assumed): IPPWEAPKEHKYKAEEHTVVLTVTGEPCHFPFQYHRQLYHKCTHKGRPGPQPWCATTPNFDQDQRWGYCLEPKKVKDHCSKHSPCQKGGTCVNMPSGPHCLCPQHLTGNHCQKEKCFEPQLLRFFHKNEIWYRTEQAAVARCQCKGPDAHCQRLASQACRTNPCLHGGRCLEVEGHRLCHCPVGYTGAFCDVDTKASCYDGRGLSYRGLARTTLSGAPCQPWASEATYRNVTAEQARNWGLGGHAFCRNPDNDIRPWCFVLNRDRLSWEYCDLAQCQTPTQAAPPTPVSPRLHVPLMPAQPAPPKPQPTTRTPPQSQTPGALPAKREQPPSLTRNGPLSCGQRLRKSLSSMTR
# Target sequence (P00748 373-615 limits assumed): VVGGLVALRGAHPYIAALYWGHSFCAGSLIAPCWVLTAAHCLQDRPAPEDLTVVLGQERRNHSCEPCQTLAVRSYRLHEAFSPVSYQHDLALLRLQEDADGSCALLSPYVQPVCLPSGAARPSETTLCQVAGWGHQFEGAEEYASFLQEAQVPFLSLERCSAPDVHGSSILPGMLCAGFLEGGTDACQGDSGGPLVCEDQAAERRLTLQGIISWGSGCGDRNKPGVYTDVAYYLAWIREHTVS
# FXIa inh: human FXIa protease inhibitors, primary screen, biochemical, single compound per well | Coagulation factor XI (Homo sapiens), P03951 | purified human FXIa, fluorogenic AMC substrate cleavage | inhibition, % at 10 µM | 33,000 compounds, 0.3% hits;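 active = inhibition above 40% in the primary screen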;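 also: 0% = enzyme without compound and 100% = blank wells lacking enzyme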
# An asterisk follows results filed as active. A portion of the library. The share of hits here may be higher or lower than overall.
SMILES,FXIIa inh,FXIa inh
CCOc1nc(NCCc2ccc(OC)c(OC)c2)nc(N2CCN(c3ccc(OC)cc3)CC2)n1,4.8,12.4
CS(=O)(=O)N1CCN(c2ccccc2NC(=O)c2ccc3ccccc3c2)CC1,8.8,7.2
O=C(NCc1ccccn1)C1CCN(Cc2cnn(-c3ccccc3)c2-n2cccc2)CC1,-18.5,29.5
Cc1ccc(-n2c(=O)cc(N3CCN(Cc4ccccc4)CC3)[nH]c2=O)cc1,-11.3,-14.6
O=C(NC1C(=O)NNC1c1ccccc1)c1ccc(F)cc1 (configuration not stated),0.6,-1.1
CCOc1ccc(C(Nc2ccc(C)cc2)P2(=O)OCCCO2)cc1 (configuration not stated),11.8,10.4
CC1=CC(C)(C)N2C(=O)C3(SCC(=O)N3c3ccc(F)cc3)c3cc(C)cc1c32 (configuration not stated),2.0,7.9
COc1ccc(/C=C/C(=O)c2ccc[nH]2)c(OC)c1OC,9.3,-0.5
CCC1Sc2ccccc2N(CC(=O)NCCC2=CCCCC2)C1=O (configuration not stated),2.4,27.2
NC(=S)N/N=C/c1ccc(-c2ccc(Cl)c(Cl)c2)o1,9.4,3.4
O=C(C(Cc1ccccc1)NS(=O)(=O)c1cccc2cccnc12)N1CCc2ccccc21 (configuration not stated),2.8,0.2
C=CCn1c(NC(=O)c2ccc(Br)o2)c(S(=O)(=O)c2ccccc2)c2nc3ccccc3nc21,-1.0,3.2
O=C(Nc1ccc2c(c1)OCO2)Oc1ccccc1,3.6,-2.6
O=C(COC(=O)CCC(=O)c1cccs1)Nc1cccc(S(=O)(=O)N2CCOCC2)c1,-19.6,4.2
CC(C)(C)n1nnnc1C(c1cccs1)N(Cc1cccnc1)Cc1ccco1 (configuration not stated),2.1,-4.8
Cc1ccc(Cl)cc1N1CCN(C(=O)CN2C(=O)c3cccc4cccc2c34)CC1,-20.5,1.8
CCc1nc(SCC(=O)NCc2ccccc2)c2c(=O)n(C)c(=O)n(C)c2n1,2.6,4.0
Cc1cc(N2CCN(S(=O)(=O)c3ccc(Cl)cc3)CC2)c2ccccc2n1,-0.2,2.5
COc1ccc(-c2c3c(nc4sc(C(=O)Nc5ccccc5)c(N)c24)CCC3)cc1,-7.9,-7.8
COC(=O)c1ccsc1NC(=O)C1=COCCO1,2.6,5.5
CCC(C(=O)O/N=C(\N)c1ccc(C)cc1)c1ccccc1 (configuration not stated),1.0,-8.7
CCOc1ccc(OCC)c(NC(=O)CN2CCN(c3cccc(C)c3)C(C)C2)c1 (configuration not stated),7.4,-10.3
CCOC(=O)c1c(NC(=O)CSc2n[nH]c(-c3ccco3)n2)sc(C)c1C,1.9,-1.9
Cc1cc(O)c(-c2cc(C(=O)NCc3ccc4c(c3)OCO4)[nH]n2)cc1C,3.3,2.1
O=C1N=C(N2CCOCC2)S/C1=C1\C(=O)N(Cc2ccccc2)c2ccc(Br)cc21,-11.8,-0.8
O=C(CCc1ccccc1)N1CCN(c2ccc(Cl)cc2)CC1,4.3,-1.4
CC(=O)OCC(=O)[C@@]1(O)CC[C@H]2[C@@H]3CCC4=CC(=O)CC[C@]4(C)[C@H]3[C@@H](O)C[C@@]21C,0.8,0.6
CCN1CC2=C(OC(N)=C(C#N)C2c2cccs2)/C(=C\c2cccs2)C1 (configuration not stated),8.6,8.4
c1cncc(CNc2ccc3c(c2)OCO3)c1,3.4,5.7
O=C(N1CCOCC1)N(Cc1ccccc1)c1ccccn1,1.4,-3.3
CC1(C)CC(=O)C2=C(C1)N(c1ccccc1)C(N)=C(C#N)C2c1ccsc1 (configuration not stated),-11.5,27.4
NC(=O)c1ccccc1NC(=O)CCN1C(=O)c2ccccc2C1=O,-7.7,-9.8
CN(Cc1ccccc1)C(=O)C1CCN(Cc2ccc(F)cc2)CC1,8.2,-0.1
Cc1cccc(N2CCN(C(=O)C(C)n3nc(C)n4c(cc5occc54)c3=O)CC2)c1C (configuration not stated),8.7,-10.4
COc1ccc(-n2nc3c(c2NC(=O)C2CCCC2)CS(=O)C3)cc1 (configuration not stated),3.2,2.1
Cc1cc(C)c2[nH]c(=O)c(C(c3nnnn3Cc3ccc4c(c3)OCO4)N3CCCCC3)cc2c1 (configuration not stated),5.7,0.7
CCCc1nc(C)c(-c2ccc(OC)c(OC)c2)c(=O)[nH]1,0.8,2.6
Fc1ccc2[nH]c3c(N4CCN(Cc5ccc6c(c5)OCO6)CC4)ncnc3c2c1,-13.6,-10.9
CCOC(=O)C1=C(C)NC(C)=C(C(=O)OCC)C1c1cc(N)ccc1OC(F)F,7.1,3.1
CC(=O)Nc1cc(-c2nn(C)c(=O)c3ccccc23)ccc1N1CCCCC1,3.1,-9.0
CCOC(=O)Cc1csc(NC(=O)c2ccc(Br)o2)n1,10.0,5.5
O=C(Nc1ccccc1)N1CC=C(c2ccc(F)cc2)CC1,7.6,2.3
COc1cc(NC(=O)CN(C)S(=O)(=O)c2ccc3c(c2)CCC(=O)N3)cc(OC)c1,-11.2,-8.0
O=C(O)C1CCCN1C(=O)OCc1ccccc1 (configuration not stated),3.9,4.6
Cc1ccc(C(NC(N)=O)c2ccccc2)cc1 (configuration not stated),3.5,10.8
O=[N+]([O-])/C(C(Cl)=C(Cl)Cl)=C(\Nc1ccc(F)cc1)n1cncn1,5.6,8.4
CCn1c(SCC(=O)O)nc2sc3c(c2c1=O)CCC3,9.1,0.1
CC1CCC(C(C)C)C(OCC(O)CN2CCOCC2)C1 (configuration not stated),-13.9,13.4
COC(=O)C1=C(C)Nc2ncnn2C1c1ccc(OCc2ccccc2)cc1 (configuration not stated),5.1,-4.4
Cc1ccc2nc(NC(=O)C(NS(=O)(=O)c3cccc4nsnc34)C(C)C)sc2c1 (configuration not stated),11.1,12.3
CN(C(=O)c1ccccn1)C1(C(=O)NC2CCCCC2)CCCCC1,4.9,-7.5
CCOC(=O)c1cnc(SCC(=O)Nc2nnc(CC)s2)nc1N,8.0,-0.3
CCC(C)[C@H](NC(=O)NCc1cccc(OC)c1)C(=O)O (some centres not stated),8.0,-2.7
Cc1ccccc1CSc1nnc(-c2ccccn2)n1N,1.2,-4.4
CC(=O)c1c(C)[nH]c(C(=O)OCC(=O)N(C)C)c1C,7.0,-6.8
Cc1ccc(S(=O)(=O)NC2=NCN(CCOC(=O)c3ccc([N+](=O)[O-])cc3)CN2)cc1,7.2,2.8
CCN1CCN(CCC(=O)Nc2cccc(OC)c2)CC1,1.2,4.7
CSc1cccc(NC(=O)CSc2ccccc2)c1,7.8,4.5
COc1cccc(C(=O)NC2CCN(CC(=O)NCc3ccccc3OC)CC2)c1,2.5,2.5
CCOC(=O)c1cnc2ccc(C(=O)OC)cc2c1NCc1ccco1,6.0,-0.3

# A section of the results above, as a working copy:
SMILES,FXIIa inh,FXIa inh
CC(=O)Nc1cc(-c2nn(C)c(=O)c3ccccc23)ccc1N1CCCCC1,3.1,-9.0
CCOC(=O)Cc1csc(NC(=O)c2ccc(Br)o2)n1,10.0,5.5
O=C(Nc1ccccc1)N1CC=C(c2ccc(F)cc2)CC1,7.6,2.3
COc1cc(NC(=O)CN(C)S(=O)(=O)c2ccc3c(c2)CCC(=O)N3)cc(OC)c1,-11.2,-8.0
O=C(O)C1CCCN1C(=O)OCc1ccccc1 (configuration not stated),3.9,4.6
Cc1ccc(C(NC(N)=O)c2ccccc2)cc1 (configuration not stated),3.5,10.8
O=[N+]([O-])/C(C(Cl)=C(Cl)Cl)=C(\Nc1ccc(F)cc1)n1cncn1,5.6,8.4
CCn1c(SCC(=O)O)nc2sc3c(c2c1=O)CCC3,9.1,0.1
CC1CCC(C(C)C)C(OCC(O)CN2CCOCC2)C1 (configuration not stated),-13.9,13.4
COC(=O)C1=C(C)Nc2ncnn2C1c1ccc(OCc2ccccc2)cc1 (configuration not stated),5.1,-4.4
Cc1ccc2nc(NC(=O)C(NS(=O)(=O)c3cccc4nsnc34)C(C)C)sc2c1 (configuration not stated),11.1,12.3
CN(C(=O)c1ccccn1)C1(C(=O)NC2CCCCC2)CCCCC1,4.9,-7.5
CCOC(=O)c1cnc(SCC(=O)Nc2nnc(CC)s2)nc1N,8.0,-0.3
CCC(C)[C@H](NC(=O)NCc1cccc(OC)c1)C(=O)O (some centres not stated),8.0,-2.7
Cc1ccccc1CSc1nnc(-c2ccccn2)n1N,1.2,-4.4
CC(=O)c1c(C)[nH]c(C(=O)OCC(=O)N(C)C)c1C,7.0,-6.8
Cc1ccc(S(=O)(=O)NC2=NCN(CCOC(=O)c3ccc([N+](=O)[O-])cc3)CN2)cc1,7.2,2.8
CCN1CCN(CCC(=O)Nc2cccc(OC)c2)CC1,1.2,4.7

# (cont.)
SMILES,FXIIa inh,FXIa inh
CN1CCN(c2ccccc2NC(=O)c2cc3ccccc3o2)CC1,5.6,-1.2
O=C(COC(=O)c1cnccn1)Nc1ccc2c(c1)OCO2,-16.4,2.8
CCOC(=O)CCC(NC(=O)c1ccc(NCN2C(=O)CCC2=O)cc1)C(=O)OCC (configuration not stated),2.0,2.8
CCC1(C)OC(=O)N(CCCn2ccnc2C)C1(C)O (configuration not stated),2.3,-0.4
C[N+](C)(C)CCOC(=O)C1(c2ccccc2)CCCC1,5.0,-11.0
COc1ccc(NC(=O)CSc2ncnc3c2cnn3Cc2ccccc2)cc1OC,-15.1,27.8
CC(C#N)Sc1ncnc2sc3c(c12)CCC3 (configuration not stated),6.7,0.5
Cc1nnc(C)n1/N=C/c1ccc(-c2ccccc2)cc1,1.1,3.9
O=C(CSc1nnc(-c2ccccn2)n1Cc1ccco1)c1ccccc1,10.4,-0.5
COc1ccc(C(CC(=O)NCCN2CCOCC2)NS(=O)(=O)c2ccc(C)cc2)cc1 (configuration not stated),5.2,-9.0
O=C(O)CCc1ccc(-c2ccc(Cl)cc2)n1CCC(=O)O,7.5,0.9
Cc1cc(C)n(CC(O)CN2C(=O)NC(C)(C)C2=O)n1 (configuration not stated),5.1,5.2
CC1=C(C(=O)OC(C)C)C(c2ccco2)NC(=O)N1 (configuration not stated),5.8,-11.2
OC(CN=c1sc2ccccc2n1CC(O)COc1ccccc1)COc1ccccc1 (configuration not stated),7.3,1.7
Cc1ccc2c(C)c(C(=O)Nc3cccnc3)oc2c1,-13.2,23.2
O=C(COC(=O)c1ccccn1)NC1CCCCC1,2.3,-2.9
CN(c1ccccc1)S(=O)(=O)c1cccc(NC(=O)Cn2cnc3ccccc3c2=O)c1,2.5,-1.1
O=C(c1ccccc1Nc1ccc(SC(F)F)cc1)N1CCCCC1,10.1,3.3
O=C(CSc1nnc(COc2ccc(Cl)cc2)n1Cc1ccco1)c1ccccc1F,10.7,-0.1
CCc1ccc(CC)c(S(=O)(=O)Nc2ccc(C(=O)O)c(O)c2)c1,-13.5,0.4
COCCn1c(C)cc(C2=NNC(=Nc3ccccc3)SC2)c1C,4.1,-7.2
O=C(CN1C(=O)c2cccc3cccc1c23)NCc1ccncc1,5.4,1.8
O=C(O)c1cc(-c2ccccc2)on1,-10.4,18.0
O=C(/C=C(\O)c1ccc(Cl)cc1)C(=O)NNC(=O)C(O)(c1ccccc1)c1ccccc1,-7.9,-9.4
CN(C)c1ncc(C(=O)O)cn1,2.9,3.1
CCn1c(SCC(=O)Nc2ccc(N3CCOCC3)c(Cl)c2)nnc1-c1ccc(N)cc1,8.9,6.2
Cc1ccc(CC2CC(=O)N(CC(=O)O)C2=O)cc1 (configuration not stated),3.2,-4.3
Nn1c(SCC(=O)NCc2ccc3c(c2)OCO3)nnc1C1CC1,4.7,-6.9
CCCc1cc(C(N)=O)c(NC(C)=O)s1,14.4,-4.1
Oc1ccc(F)cc1-c1cc(-c2ccc3c(c2)OCCO3)n[nH]1,6.2,-11.2
Cc1ccc(N/C=C/C(=O)C(C)(C)C)c(O)c1,10.9,1.7
CC(=O)COc1ncn(-c2ccccc2)n1,3.2,-4.8
Cc1ccc(-n2c(C)cc(C)c(C#N)c2=O)cc1Cl,-10.4,-13.5
Cc1cc(=O)n2nc(N3CCCC(C(=O)N4CCN(C)CC4)C3)sc2n1 (configuration not stated),3.5,0.0
COc1ccc(OC)c(NC(=O)c2ccccc2SC)c1,7.5,5.7
COc1ccc(C(=O)NC2CCCCCC2)cc1S(=O)(=O)Nc1ccc(Br)cc1,3.5,0.4
COc1cccc(CN(Cc2cccnc2)S(=O)(=O)c2ccc(-n3cnnn3)c(C)c2)c1OC,-15.1,-1.0
COC(=O)c1ccccc1NC(=O)c1ccc(COc2ccc(C)c(C)c2)o1,6.3,-3.0
Cc1cc(C(=O)NCCCn2ccnc2)sc1-c1ccccc1,8.6,0.1
COc1cccc(Nc2nc3ccccc3n3nnnc23)c1,6.3,-0.8
O=C(c1cccc(S(=O)(=O)N2CCCC2)c1)c1cccc(S(=O)(=O)N2CCCC2)c1,3.7,-4.4
COc1ccc(C(=O)N2CCN(Cc3cc(OC)c(O)c(OC)c3)CC2)cc1OC,10.2,-4.5
CCOc1ccc2nc(SCC(=O)Nc3ncccn3)[nH]c2c1,-0.4,-2.7
O=C(Nc1ccc(Oc2ccccc2)cc1)c1cnc2n(c1=O)CCS2,2.0,-1.6
CCC(C)c1ccc(O)c(NC(=O)c2cncc(Br)c2)c1 (configuration not stated),4.7,11.5

# Two of the compounds above, with values under each structure.
# Each structure is followed by: FXIIa inh	FXIa inh
CN(Cc1ccccc1)C(=O)C1CCN(Cc2ccc(F)cc2)CC1
→ 8.2	-0.1
Cc1cccc(N2CCN(C(=O)C(C)n3nc(C)n4c(cc5occc54)c3=O)CC2)c1C (configuration not stated)
→ 8.7	-10.4

# (more compounds)
SMILES,FXIIa inh,FXIa inh
N#Cc1c(NC(=O)CSc2n[nH]c(N)n2)oc(-c2ccccc2)c1-c1ccccc1,8.4,-9.6
CCc1nnc(NC(=O)c2cccc(S(=O)(=O)N(C)c3ccccc3)c2)s1,4.0,-3.1
COc1ccc(S(=O)(=O)N2CCCCC2)cc1,5.0,3.7
CCOC(=O)c1cc(OC(=O)c2ccccc2OC)n(-c2ccccc2)n1,7.3,4.0
O=C(Cn1cnc2c(nnn2Cc2ccc(Cl)cc2)c1=O)N1CCCc2ccccc21,5.5,-0.5
CCn1c(O)c(C=NCc2cccs2)c(=O)n(CC)c1=S,3.4,4.6
CN(C)CCSc1nnc2sc3ccccc3n12,-3.0,-3.1
CCCCn1c(SCC(=O)c2ccc(OC)c(OC)c2)nc2cc(S(N)(=O)=O)ccc21,3.4,-10.1

# Screens as filed in PubChem.
